High-throughput results (PubChem BioAssay)
STK33 kinase inh = inhibitors of human STK33 kinase | Q9BYT3 | purified STK33, MBP phosphorylation, ADP-Glo luminescence | inhibition, % at 10 µM | actives 0.073% (n = 320,000) | AID 2661;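 active = inhibition at or above 25%, using the most active replicate where run in duplicate; inactive = inhibition below 25%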
Target sequence (Q9BYT3 whole entry, looked up): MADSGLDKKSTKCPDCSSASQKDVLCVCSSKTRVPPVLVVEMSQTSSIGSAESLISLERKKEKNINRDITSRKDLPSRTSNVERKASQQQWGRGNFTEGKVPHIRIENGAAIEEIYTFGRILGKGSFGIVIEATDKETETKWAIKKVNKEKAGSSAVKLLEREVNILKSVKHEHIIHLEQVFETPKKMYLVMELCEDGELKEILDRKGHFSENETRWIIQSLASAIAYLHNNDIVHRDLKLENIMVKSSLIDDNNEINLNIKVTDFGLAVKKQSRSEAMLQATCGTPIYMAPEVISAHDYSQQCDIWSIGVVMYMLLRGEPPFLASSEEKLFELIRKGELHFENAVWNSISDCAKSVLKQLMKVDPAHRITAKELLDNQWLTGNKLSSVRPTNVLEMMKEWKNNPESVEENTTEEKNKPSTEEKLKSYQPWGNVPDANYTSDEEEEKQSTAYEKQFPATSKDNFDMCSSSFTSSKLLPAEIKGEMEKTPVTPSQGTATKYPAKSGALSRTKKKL
Kir21 inh = blocks the mouse Kir2.1 inward-rectifier potassium channel | HEK293-Kir2.1, FluxOR thallium flux fluorescence; hits give low values | actives 0.85% (n = 310,000) | B-score at 10 µM | P35561;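 active = fluorescence ratio B-score at or below minus 3 SD of library scores, with starting-brightness B-score within 2 SD, cut at about -4.2 in these data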;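 also: channel flux triggered by added potassium and thallium sulfate stimulus; B-score of peak minus minimum fluorescence over baseline after thallium stimulus; more negative B-score means stronger Kir2.1 block with less thallium influx; some compounds called inactive have numbers as strong as hits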
Target sequence (P35561 whole entry, looked up): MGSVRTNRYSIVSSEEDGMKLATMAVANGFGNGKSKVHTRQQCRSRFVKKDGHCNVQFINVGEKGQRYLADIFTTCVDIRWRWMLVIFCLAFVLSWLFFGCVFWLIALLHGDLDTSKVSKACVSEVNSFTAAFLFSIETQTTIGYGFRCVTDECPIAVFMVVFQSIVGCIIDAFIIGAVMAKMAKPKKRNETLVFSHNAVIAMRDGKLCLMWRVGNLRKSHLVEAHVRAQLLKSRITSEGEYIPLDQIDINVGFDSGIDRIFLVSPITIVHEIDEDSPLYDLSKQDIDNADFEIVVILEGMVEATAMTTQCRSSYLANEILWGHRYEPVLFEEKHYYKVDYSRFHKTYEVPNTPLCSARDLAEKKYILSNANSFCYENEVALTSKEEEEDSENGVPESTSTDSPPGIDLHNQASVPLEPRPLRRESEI
Numbers without * were called inactive; nt = not tested or not shown.

STK33 kinase inh,Kir21 inh,SMILES
-2.3,-0.09,CCCn1c(=O)c(C(=O)Nc2cccc(C)c2)c(O)c2ccccc21
-0.6,0.06,COc1ccc(C(=O)NCCCNC(=O)c2cnccn2)cc1
0.4,-2.4,O=C(c1ccc(CSCc2ccccc2F)o1)N1CCN(c2ccc(N3CCOCC3)nn2)CC1
0.8,nt,CCN(c1ccccc1)S(=O)(=O)c1cccc(C(=O)NCC2(N(C)C)CCCCC2)c1
-1.1,nt,COc1ccc(N2CCN(C(=O)[C@H](C)N3C(=O)C4CC=CCC4C3=O)CC2)cc1 (stereo not given in full)
0.3,-0.06,O=C(CCN1C(=O)/C(=C/c2cccs2)SC1=S)Nc1ccc(O)cc1
-0.5,-1.2,N#Cc1c2c(c(Nc3ccc(O)cc3)n3c1nc1ccccc13)CCC2
-1.1,0.01,Cn1c(=O)cc(OCCCC(=O)NCc2ccccn2)c2ccccc21
-1.9,-0.6,CCOC(=O)c1cc(C(C)=O)c(=O)[nH]c1C
0.5,1.1,COc1ccccc1-n1c2c(cc(C(=O)N3CCC(C)CC3)c1=O)C(=O)CC(C)(C)C2
-1.2,-0.28,Cc1ccc(Cn2c(=O)n(CCC(=O)NCc3ccc4c(c3)OCO4)c(=O)c3ccccc32)cc1
0.7,0.06,Cc1ccc(NC(=O)CC2SC(=Nc3ccc(O)cc3)NC2=O)cc1 (stereo not given)
-0.3,-7.1*,CN1CCN(CC#CCn2c3ccccc3c3ccccc32)CC1
-0.9,-0.01,COC(=O)C(NC(=O)CCc1nnc2ccc(N3CCC(C)CC3)nn12)C(C)C (stereo not given)
-0.1,1.1,COc1ccccc1N/C(N)=N/c1nc(C)cc(C)n1

Records listed so far shown as hits in Kir21 inh:
STK33 kinase inh,Kir21 inh,SMILES
-0.3,-7.1*,CN1CCN(CC#CCn2c3ccccc3c3ccccc32)CC1

(more compounds)
STK33 kinase inh,Kir21 inh,SMILES
0.8,-1.6,COc1ccc(OCC(=O)Nc2ccccc2N2CCN(C)CC2)cc1
1.6,0.09,COc1ccc(N(CC(=O)N/N=C/c2ccc3c(c2)OCO3)S(=O)(=O)c2ccc(NC(C)=O)cc2)cc1
-1.8,-7.9*,Cc1ccccc1OCC(=O)Nc1ccccc1N1CCOCC1
0.8,-1.4,CC(=O)NS(=O)(=O)c1ccc(NC(=O)c2oc3c(Cl)cccc3c2C)cc1
0.7,-0.88,CN(c1ccccc1)c1nc(N)c([N+](=O)[O-])c(N2CCCC2)n1
-1.3,0.72,CCN(CC)CCNC(=O)c1cc(Sc2nnc(C)s2)nc2ccccc12
-0.3,-1.7,COc1ccc(NC(=O)CN(C)C(=O)CCc2c[nH]c3ccccc23)cc1
0.0,nt,CC(=O)Nc1ccc(NC(=O)C(C)OC(=O)CC23CC4CC(CC(Br)(C4)C2)C3)cc1 (stereo not given)
-0.9,1.4,COc1cc(OC)c(C(=O)OCC(=O)c2cc(C)n(CC3CCCO3)c2C)cc1OC (stereo not given)
-0.4,-2,Cc1c(-c2ccc(Cl)cc2)[n+](=O)c(-c2ccccc2)cn1[O-]
-0.6,-0.53,Cc1ccc(S(=O)(=O)/N=C(/NNC(=O)c2cccc(Cl)c2)c2ccccc2)cc1
nt,0.77,Cc1ccc(-c2n[nH]c(=S)n2C)cc1
2.2,2,O=C(CN1C(=O)NC2(CCCC2)C1=O)Nc1nc2ccc(F)cc2s1
-1.4,0.7,CCCc1cc(=O)[nH]c(/N=C(/NC(=O)C(C)N2C(=O)c3ccccc3C2=O)Nc2ccccc2)n1 (stereo not given)
-0.6,-0.04,Cc1ccc(NCc2ccncc2)c(Br)c1
1.2,-0.64,CN(C)C(=O)CSc1nc2ccccc2n1CC(=O)N1CCN(c2ccccc2)CC1
-1.2,0.93,Cc1ccc(/C=N/NC(=O)CN2CCN(Cc3ccccc3)CC2)o1
-2.4,-0.95,COC(=O)c1ccc2c(=O)n(CCN3CCOCC3)c(SCC(=O)c3ccccc3)nc2c1
-0.6,-1.6,CCC(C)(C)n1nnnc1CN1CCc2ccccc21
-1.2,-1.9,O=C(c1cccc(Cl)c1)N1CCN(Cc2ccc3c(c2)OCO3)CC1
-0.3,-1.8,CC(=O)Nc1ccc(OCC(O)Cn2cncn2)cc1 (stereo not given)
-1.5,2.1,Cc1ccc2[nH]c(-c3ccccc3)c(CN(C)C)c(=O)c2c1
-1.8,1.4,O=Cc1c(C(=O)O)n(CC(=O)O)c2ccccc12
-1.8,-0.53,N#C/C(=C\C=C\c1ccccc1)C(=O)NCc1cccnc1
-0.5,1.1,O=C(O)c1ccccc1O
0.2,-1.2,N#Cc1c(-c2ccccc2)nc(-c2ccccc2)nc1N1CCOCC1
-0.2,0.24,COc1ccc(/C=C(\NC(=O)c2ccccc2)C(=O)N2CCN(C)CC2)cc1OC
-0.6,-0.01,Cc1ccc(C2(C)NC(=O)N(CC(=O)Nc3ccccc3N3CCCCC3)C2=O)cc1 (stereo not given)
-1.5,-0.48,CCn1nnnc1SCC(=O)Nc1sc(C)c(C)c1C#N
-1.1,0.78,Cc1cccc(Nc2nc(OCC#N)nc(N(C)C)n2)c1
-5.5,4,COc1cccc2sc(N3CCN(c4nc5ccccc5s4)CC3)nc12
-1.1,0.5,O=C(CN(c1ccc(F)cc1)S(=O)(=O)c1ccc2c(c1)OCCO2)Nc1ccccc1
2.3,nt,C[C@]12c3[nH]c4ccccc4c3CCN1C(=O)C(CC(=O)NCCCn1ccnc1)C[C@@H]2C(=O)N1CCCCC1 (stereo not given in full)
-0.3,0.68,COc1ccc(NC(=O)COC(=O)C2C3CC4OC(=O)C2C4C3)cc1 (stereo not given)
17,-1.4,Cc1oc(-c2ccc(Cl)cc2)nc1CN1CCCC(C(=O)NCCCN2CCOCC2)C1 (stereo not given)
-0.6,nt,CC(C)(C)c1ccc(C(=O)NC(=O)CSc2n[nH]c(N)n2)cc1
-0.7,0.06,Cc1nnc2sc(-c3ccncc3)nn12
0.4,0.08,CC(NC(=O)COC(=O)CCc1nc(=O)c2ccccc2n1C)c1ccccc1 (stereo not given)
0.1,0.06,CCCN(C(=O)CSc1nnnn1C)c1c(N)n(Cc2ccccc2)c(=O)[nH]c1=O
0.9,-0.28,CCOC(=O)CC1CCCCN1C(=O)c1ccc2nc(CCOC)oc2c1 (stereo not given)
-1.1,nt,O=C(COC(=O)c1cc(S(=O)(=O)N2CCCC2)ccc1O)Nc1ccccc1Br
-0.4,-3.5,Cc1ccccc1Cn1c(Cc2ccccc2)nc2ccccc21
-20,-0.93,CCOC(=O)Cc1csc(NC(=O)Nc2ccc(C)cc2)n1
-1.9,-0.16,CN(C)c1ccc(CC2C(=O)Nc3ccccc32)cc1 (stereo not given)
1.0,-0.18,CCOc1ccc(NCc2cccn2-c2nnc(N3CCC(C(=O)NCCCN4CCCCC4C)CC3)s2)cc1 (stereo not given)
-3.9,-2.4,O=C(CCCCCN1C(=O)[C@@H]2Cc3ccccc3CN2C1=O)NCCc1ccccc1
-0.6,-0.05,Cn1c(Oc2ccccc2NCc2cc(Br)ccc2O)cc(=O)n(C)c1=O
0.3,-1.5,CC(=O)c1c(COC(=O)c2ccco2)nc2ccccc2[n+]1[O-]
-0.1,-0.13,COC(=O)C(NS(=O)(=O)c1cccc(S(=O)(=O)NC(C(=O)OC)c2ccccc2)c1)c1ccccc1 (stereo not given)
1.3,-0.06,CCSc1nnc(NC(=O)Cc2ccc(OC)c(S(=O)(=O)N3CCOCC3)c2)s1
-0.4,0.52,O=c1oc2cc(OCc3c(F)c(F)c(F)c(F)c3F)ccc2cc1-c1ccccn1
-0.3,0.15,COc1ccc(OCC(O)CNC(=O)Nc2cccc3ccccc23)cc1 (stereo not given)
0.4,-0.33,CCc1cccc2c(C(=O)COC(=O)/C=C/c3ccc(O)c(OC)c3)c[nH]c12
nt,0.47,Nc1ccc(-c2ccc(N)c([N+](=O)[O-])c2)cc1[N+](=O)[O-]
-0.3,nt,CCCNC(=O)CSc1nnc(-c2ccco2)n1C
-0.8,-1.8,Cc1ccccc1OCC(=O)Nc1ccc2c(c1)C(=O)N(CCC(=O)O)C2=O
0.9,-13*,O=C(/C(=C/c1ccccc1)n1cncn1)c1ccc(Cl)cc1Cl
0.5,0.8,C=CC(=O)NC(NC(=O)C=C)c1ccccc1F
-0.3,1.9,O=C(O)CC/C(=N\Nc1ccccc1[N+](=O)[O-])c1cccs1
-0.5,-0.83,COC(=O)c1sc2nc3c(c(-c4cccs4)c2c1N)CCCC3

A draw from above in order of number of heavy atoms, highest first.
STK33 kinase inh,Kir21 inh,SMILES
-0.4,0.52,O=c1oc2cc(OCc3c(F)c(F)c(F)c(F)c3F)ccc2cc1-c1ccccn1
1.3,-0.06,CCSc1nnc(NC(=O)Cc2ccc(OC)c(S(=O)(=O)N3CCOCC3)c2)s1
0.3,-1.5,CC(=O)c1c(COC(=O)c2ccco2)nc2ccccc2[n+]1[O-]

Later entries
STK33 kinase inh,Kir21 inh,SMILES
-0.5,-1.8,O=C(c1cn(-c2ccccc2)nc1-c1cccc([N+](=O)[O-])c1)N1CCCCC1
0.1,1.7,N#Cc1ccsc1NC(=O)CN1CCCCC1
-0.9,-0.46,C/C(N)=C(/C#N)C(=O)COC(=O)c1cc(-c2cccc3ccccc23)nc2ccccc12
3.5,-0.6,CCOC(=O)Cc1cnc(NC(=O)CSc2nc3ncnc(N)c3[nH]2)s1
-1.4,0.88,CCC(=O)C1CCCN(C(=O)CCc2nnc(-c3ccc4c(c3)OCO4)o2)C1 (stereo not given)
2.8,0.56,CC1CCCN(S(=O)(=O)c2ccc(C(=O)Nc3nnc(-c4ccco4)o3)cc2)C1 (stereo not given)
-0.3,-1,Nc1nccnc1C(=O)OCc1nc2sc3c(c2c(=O)[nH]1)CCCC3
-0.2,0.39,COc1ccc(/C=C2\CCCC3C2=NN(C(=O)COC(=O)CNC(=O)c2ccccc2)C3c2ccc(OC)cc2)cc1 (stereo not given)
0.2,0.43,Cc1cccc2sc(NC(=O)CSc3nnnn3C)nc12
-0.5,-0.32,Cc1ccc(C)c(C2C(C#N)=C(N)Oc3cc(C)oc(=O)c32)c1 (stereo not given)
-0.6,-1.4,O=C1CC(C(=O)Nc2cccc(Cl)c2)n2ncnc2N1 (stereo not given)
-0.2,0.31,O=S(=O)(c1ccc(Cl)s1)N1CCC(Cc2ccccc2)CC1
-1.9,-0.37,O=C(NCCCN1CCCC1=O)Nc1ccccc1Cl
-4.5,0.45,COc1ccc(NC(=O)C2CCCN(S(C)(=O)=O)C2)c(OC)c1 (stereo not given)
-0.3,-1.5,O=C(NC1=NCCCCC1)c1cccc2ccccc12
0.1,1,NC1=NC(=O)/C(=C\c2ccc(-c3ccc(Cl)cc3)o2)S1
0.7,nt,CC(C)C(NC(=O)c1ccc(F)cc1)C(=O)N1CCC1 (stereo not given)
-1.9,-0.54,Cc1cc(Nc2ccc(Br)cc2F)n2ncnc2n1
-1.4,-1.6,CCCCn1c(N)c(N(CCC(C)C)C(=O)c2c(C)noc2C)c(=O)[nH]c1=O
-0.4,0.04,CCOC(=O)CCC(NC(=O)c1ccccc1C(=O)NC(CCC(=O)OCC)C(=O)OCC)C(=O)OCC (stereo not given)

Among those listed so far, 16 have an aryl methoxy group:
STK33 kinase inh,Kir21 inh,SMILES
-0.6,0.06,COc1ccc(C(=O)NCCCNC(=O)c2cnccn2)cc1
-1.1,nt,COc1ccc(N2CCN(C(=O)[C@H](C)N3C(=O)C4CC=CCC4C3=O)CC2)cc1 (stereo not given in full)
0.5,1.1,COc1ccccc1-n1c2c(cc(C(=O)N3CCC(C)CC3)c1=O)C(=O)CC(C)(C)C2
-0.1,1.1,COc1ccccc1N/C(N)=N/c1nc(C)cc(C)n1
0.8,-1.6,COc1ccc(OCC(=O)Nc2ccccc2N2CCN(C)CC2)cc1
1.6,0.09,COc1ccc(N(CC(=O)N/N=C/c2ccc3c(c2)OCO3)S(=O)(=O)c2ccc(NC(C)=O)cc2)cc1
-0.3,-1.7,COc1ccc(NC(=O)CN(C)C(=O)CCc2c[nH]c3ccccc23)cc1
-0.9,1.4,COc1cc(OC)c(C(=O)OCC(=O)c2cc(C)n(CC3CCCO3)c2C)cc1OC (stereo not given)
-0.2,0.24,COc1ccc(/C=C(\NC(=O)c2ccccc2)C(=O)N2CCN(C)CC2)cc1OC
-5.5,4,COc1cccc2sc(N3CCN(c4nc5ccccc5s4)CC3)nc12
-0.3,0.68,COc1ccc(NC(=O)COC(=O)C2C3CC4OC(=O)C2C4C3)cc1 (stereo not given)
1.3,-0.06,CCSc1nnc(NC(=O)Cc2ccc(OC)c(S(=O)(=O)N3CCOCC3)c2)s1
-0.3,0.15,COc1ccc(OCC(O)CNC(=O)Nc2cccc3ccccc23)cc1 (stereo not given)
0.4,-0.33,CCc1cccc2c(C(=O)COC(=O)/C=C/c3ccc(O)c(OC)c3)c[nH]c12
-0.2,0.39,COc1ccc(/C=C2\CCCC3C2=NN(C(=O)COC(=O)CNC(=O)c2ccccc2)C3c2ccc(OC)cc2)cc1 (stereo not given)
-4.5,0.45,COc1ccc(NC(=O)C2CCCN(S(C)(=O)=O)C2)c(OC)c1 (stereo not given)
